Compound activity: PubChem BioAssay, several laboratories
proCasp3 act = activators of human procaspase-3 D3A mutant, primary screen, biochemical, absorbance, PC-3 D3A mutant, single concentration | Caspase-3 (Homo sapiens), P42574 | recombinant procaspase-3 D3A, Ac-DEVD-pNA absorbance 405 nm | activation, % at 8.5 µM | actives 0.11% (n = 330,000) | AID 463141, 2010;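 active = activation above the mean of all tested compounds plus 3 SD, cut at about 21% in these data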;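 also: 0% = DMSO alone and 100% = DMSO wells spiked with extra 5 µM PC-3 D3A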
Target sequence (P42574 whole entry D9A/D28A/D175A): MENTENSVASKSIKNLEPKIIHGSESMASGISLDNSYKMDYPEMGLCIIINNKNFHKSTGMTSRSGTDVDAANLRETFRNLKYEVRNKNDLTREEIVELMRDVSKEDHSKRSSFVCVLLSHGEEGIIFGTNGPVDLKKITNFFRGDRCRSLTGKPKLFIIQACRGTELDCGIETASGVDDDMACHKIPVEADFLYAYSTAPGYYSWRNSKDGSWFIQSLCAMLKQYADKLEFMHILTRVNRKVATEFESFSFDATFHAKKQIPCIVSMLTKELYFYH
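Compound: 8.5 µM single point, 0.8% DMSO / Material: Autoprocessing-dead procaspase-3 D3A mutant enzyme / Timing: 1 h preincubation plus 2 h reaction at 25 °C / Medium: Zinc-free HEPES/NaCl buffer with 0.01% Triton X-100 at pH 7.4 / Technique: 405 nm absorbance of p-nitroaniline, reads at 0 and 120 min / Repeats: one well per compound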
proCasp7 act = procaspase-7 activators, primary screen, counter-screen for procaspase-3 activator project, biochemical, absorbance, HTS, human; actives 0.093% (n = 330,000); Caspase-7 (Homo sapiens), P55210; AID 463210, 2010; activation, % at 8.5 µM; recombinant procaspase-7, Ac-DEVD-pNA absorbance 405 nm; D23A/D198A/D206A triple mutant, cannot self-cleave; scale: DMSO 0, 5 µM enzyme 100;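 active = percent activation above the screen-wide mean plus 3 SD, cut at about 25% in these data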
Target sequence (P55210 whole entry D23A/D198A/D206A): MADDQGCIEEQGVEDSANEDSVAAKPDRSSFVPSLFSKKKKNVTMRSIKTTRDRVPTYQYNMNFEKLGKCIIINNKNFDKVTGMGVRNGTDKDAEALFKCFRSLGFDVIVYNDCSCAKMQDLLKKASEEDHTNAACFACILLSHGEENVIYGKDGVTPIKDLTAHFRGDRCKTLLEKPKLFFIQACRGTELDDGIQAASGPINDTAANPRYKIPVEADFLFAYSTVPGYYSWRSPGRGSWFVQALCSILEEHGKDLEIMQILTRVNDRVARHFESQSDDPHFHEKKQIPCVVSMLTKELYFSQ
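Assay system: Uncleavable procaspase-7 mutant enzyme; Input: 2 µM procaspase-7 mutant as dispensed; Also added: DEVD-pNA substrate; Medium: Zinc-free HEPES pH 7.4 with 300 mM NaCl, 0.01% Triton X-100; Timing: 1 h compound preincubation, 2 h substrate cleavage, 25 °C; Measured by: Epi-absorbance of released pNA at 405 nm, two timepoints.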
Fh CTSL1 inh = Fasciola hepatica cathepsin L1 inhibitors, primary screen, counter-screen for PFM18AAP inhibitor project, biochemical, QFRET, fluorogenic peptide substrate; recombinant F. hepatica cathepsin L1, Z-Leu-Arg-MCA fluorescence; inhibition, % at 5.96 µM; actives 0.49% (n = 300,000);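 active = inhibition above the mean of all tested compounds plus 3 SD, set per screening campaign, cut at about 17% in these data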;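 also: 0% = plate median of test compound wells and 100% = 1 µM Z-Phe-Ala-diazomethylketone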
PP5 inh = PP5 phosphatase inhibitors, primary screen, biochemical, fluorescence | actives 0.18% (n = 320,000) | inhibition, % at 6.7 µM | purified PP5c, OMFP substrate fluorescence;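 active = inhibition above the campaign's mean inhibition across all tested compounds plus 3 SD, cut at about 9.5% in these data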;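 also: 0% = DMSO only and 100% = 100 µM cantharidin control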
Efflux pump mplx = inhibitors of Candida efflux pumps in yeast, primary screen, S. cerevisiae, Nile Red, multiplex; actives 0.44% (n = 330,000); S. cerevisiae Candida pump triplex; inhibition, % at 10 µM;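 active = plate passing quality check with inhibition over a set limit, or well fluorescence over plate mean plus 4 SD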;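 also: Nile Red retained in pooled yeast measured as flow cytometry median fluorescence; 0% = buffer negative control and 100% = Enniatin B positive control; higher means more Nile Red kept so more efflux inhibition; some compounds called inactive have numbers as strong as hits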
core dimer inh = inhibitors of HCV core protein dimerization, primary screen, biochemical, TR-FRET, high-throughput | TR-FRET GST/Flag-core106 dimerization, 1536-well | inhibition, % at 5 µM | actives 0.33% (n = 300,000);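 active = inhibition above the mean of all tested compounds plus 3 SD, set per screening campaign, cut at about 45% in these data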
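Assay system: Tagged HCV core106 pair (GST and Flag) | Buffer or medium: KF-containing HEPES buffer, pH 7.45, DTT, CHAPS, BSA | Also added: Eu donor and XL665 acceptor anti-tag antibodies | Dosing: One concentration, 5 µM, in 0.5% DMSO | Timing: 4 h at 22.5 °C | Technique: TR-FRET 671 and 617 nm emission | Repeats: Singlicate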
JMJD2C inh = inhibitors of GASC-1 histone demethylase, primary screen, biochemical, fluorescence, DELFIA europium. GST-JMJD2C(1-420) H3K9me3 demethylation. inhibition, % at 2.35 µM. actives 0.069% (n = 330,000). AID 2099, 2009;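 active = more than half of a compound's replicate wells show inhibition beyond 50%, single wells judged on their own value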;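 also: signal counts dimethyl H3K9 product captured on neutravidin plate; 0% = median of DMSO wells and 100% = 0.3 times that DMSO median; strong numbers were not always called active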
PP1 inh = PP1-alpha phosphatase inhibitors, primary screen, counter-screen for PP5 inhibitor project, biochemical, fluorescence, OMFP substrate, single point | actives 0.9% (n = 320,000) | purified PP1alpha | inhibition, % at 6.7 µM | AID 2235, 2010 | Serine/threonine-protein phosphatase PP1-alpha catalytic subunit (Homo sapiens), P62136;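 active = inhibition above the mean inhibition of all tested compounds plus 3 SD, computed separately for each screening campaign, cut at about 15% in these data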
Target sequence (P62136 whole entry, looked up): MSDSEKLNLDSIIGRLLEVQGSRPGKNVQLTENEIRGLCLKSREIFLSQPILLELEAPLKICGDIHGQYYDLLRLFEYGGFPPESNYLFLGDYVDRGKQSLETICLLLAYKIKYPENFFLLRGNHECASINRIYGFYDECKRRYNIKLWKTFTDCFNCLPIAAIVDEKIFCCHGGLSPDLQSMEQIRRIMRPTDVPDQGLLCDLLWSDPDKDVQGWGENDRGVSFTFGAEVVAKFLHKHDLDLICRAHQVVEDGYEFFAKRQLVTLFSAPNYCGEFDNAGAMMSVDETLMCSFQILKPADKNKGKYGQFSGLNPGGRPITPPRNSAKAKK
TPT1 inh = Candida albicans TPT1 enzyme inhibitors, primary screen, biochemical, fluorescence polarization; tRNA 2'-phosphotransferase TPT1 (Candida albicans SC5314); recombinant caTPT1, FP RNA substrate dephosphorylation; inhibition, % at 5 µM; actives 0.81% (n = 300,000); AID 1962, 2009;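 active = inhibition above the mean of all tested compounds plus 3 SD, set per screening campaign, cut at about 24% in these data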;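 also: plate controls were DMSO alone for no effect and ferristatin control at 100 nM for full effect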
Active calls of the source: *; x = not tested or not shown.

smiles	proCasp3 act	proCasp7 act	Fh CTSL1 inh	PP5 inh	Efflux pump mplx	core dimer inh	JMJD2C inh	PP1 inh	TPT1 inh
FC(F)(F)c1ccc(/C=N/n2c(C3CCCCC3)n[nH]c2=S)cc1	-3	4	8	0.4	-0.1	7	5	2	-2
COc1ccccc1CNC(=O)C(=O)NCC1OCCN1S(=O)(=O)c1ccccc1 (stereo not given)	7	-15	-1	-1.6	1.3	9	-9	-3	-1
COc1cccc(CC(=O)Nc2cc(S(=O)(=O)N3CCCCC3)ccc2C)c1	5	-1	x	2.7	0.2	x	-8	-2	x
CC(C)(C)OC(=O)NCc1ccc(CNC(=O)c2nc[nH]c2C(=O)N2CCN(c3ccccc3)CC2)cc1	-2	-2	x	3.7	0.9	x	-6	2	x
Cc1ccsc1CN(C)CC(=O)NCC(=O)Nc1ccc(F)cc1	1	7	x	0.2	-0.1	x	0	1	x
N/C(=N\OC(=O)C(c1ccccc1)c1ccccc1)c1cccnc1	2	-2	1	5.1	0.1	3	4	1	0
O=C(O)CSc1nnc(-c2cccnc2)n1Cc1ccccc1	4	-7	2	2.1	-0.2	-3	9	1	-2
COCCN1Cc2cccc(C(=O)Nc3ccc(C)c(C)c3)c2C1=O	8	3	-2	3.8	0.0	7	12	-5	1
CC(=O)c1ccc(Oc2cc(C)nc(N3CCOCC3)n2)cc1	3	3	1	-0.8	0.1	-4	-7	0	-3
O=S1(=O)C=C(N2CCOCC2)c2ccccc21	1	-2	-1	0.8	0.0	1	14	0	0
N/C(=N\OC(=O)CN1C(=O)c2ccccc2C1=O)c1ccc(Br)cc1	5	1	-6	-1.3	0.4	3	6	-1	-1
O=C(NC1CC2CCC1C2)c1ccc(CN2CCOCC2)cc1 (stereo not given)	-2	-7	-5	0.4	0.0	8	10	-4	0
Cc1c(Cl)cnc(NC(=O)COC(=O)CCc2nc3ccccc3s2)c1Cl	3	8	-39	0.3	-0.1	8	-12	-4	-1
CCOC(=O)C1CCCN(C(=O)c2ccc(OC(C)=O)cc2)C1 (stereo not given)	7	0	-7	-0.7	0.2	-1	x	-7	-1
CNC(=S)N/N=C/c1ccc(-c2ccc(C(=O)O)cc2)o1	-8	-19	9	2.3	-0.1	-12	-8	1	-1

Entries shown so far containing a halogen:
smiles	proCasp3 act	proCasp7 act	Fh CTSL1 inh	PP5 inh	Efflux pump mplx	core dimer inh	JMJD2C inh	PP1 inh	TPT1 inh
FC(F)(F)c1ccc(/C=N/n2c(C3CCCCC3)n[nH]c2=S)cc1	-3	4	8	0.4	-0.1	7	5	2	-2
Cc1ccsc1CN(C)CC(=O)NCC(=O)Nc1ccc(F)cc1	1	7	x	0.2	-0.1	x	0	1	x
N/C(=N\OC(=O)CN1C(=O)c2ccccc2C1=O)c1ccc(Br)cc1	5	1	-6	-1.3	0.4	3	6	-1	-1
Cc1c(Cl)cnc(NC(=O)COC(=O)CCc2nc3ccccc3s2)c1Cl	3	8	-39	0.3	-0.1	8	-12	-4	-1

Additional records:
smiles	proCasp3 act	proCasp7 act	Fh CTSL1 inh	PP5 inh	Efflux pump mplx	core dimer inh	JMJD2C inh	PP1 inh	TPT1 inh
O=C1CC(N2CCOCC2)C(=O)N1c1ccc2c(c1)OCO2 (stereo not given)	-15	-16	0	1.7	-0.1	0	-5	-1	-4
Nc1nc2c(Cl)cc(Cl)cc2s1	-4	4	-6	-0.6	0.1	-3	-23	-1	1
CC(=O)Nc1ccc(S(=O)(=O)N(Cc2ccccc2)c2ccccn2)cc1	-3	-1	-3	0.8	-0.1	7	-4	2	-2
Cc1cc(C)n(/C(=C/N(C)C)C(=O)c2ccccc2)n1	6	5	3	1.7	0.1	-12	4	-2	1
N#Cc1cc[n+](CC(=O)c2ccc(NC(=O)c3ccccc3)cc2)cc1	7	-4	4	1.5	0.0	3	1	6	7
Cc1ccc(C(=O)N/N=C/c2ccoc2)cc1C	-6	1	5	-3.1	0.0	-3	-1	7	3
C[C@@H]1O[C@@H]1P(=O)(O)O	0	1	2	-0.9	0.0	-3	x	-1	-1
O=C(O)c1oc2ccccc2c1CSc1ccc(Cl)cc1	5	-2	4	-0.5	-0.2	13	-15	0	0
O=C(COC(=O)c1ccc([N+](=O)[O-])o1)Nc1cccc(S(=O)(=O)N2CCCCC2)c1	-6	5	-8	2.2	0.0	-1	47	-3	1
CCCNS(=O)(=O)c1ccc(OCC(=O)Nc2ccccc2F)cc1	2	11	0	2.0	-0.1	2	2	0	1
CN(CC(=O)Nc1ncn[nH]1)S(=O)(=O)c1ccc(Cl)cc1	7	2	-3	-1.0	0.0	6	11	0	4
CCN(C(=O)CSc1nc(-c2cccs2)nc2ccccc12)C1CCS(=O)(=O)C1 (stereo not given)	-2	0	x	3.3	0.3	x	-4	-3	x
O=C(CSc1nc2ccccc2c(=O)n1-c1ccc(Cl)cc1)N/N=C/C=C/c1ccccc1[N+](=O)[O-]	-3	5	4	3.5	0.4	14	0	15	0
COC(=O)c1sc2nc(N)c(C#N)cc2c1N	-1	-11	2	3.7	-0.1	-5	-2	-1	4
CCCOc1ccc(/C=C/C(=O)OCC(=O)N(C)c2c(N)n(Cc3ccccc3)c(=O)[nH]c2=O)cc1OCC	-3	6	5	0.8	-0.2	-5	5	1	-3
CCN(CC)c1ccc2cc(-c3nc4ccccc4n3C)c(=O)oc2c1	-9	11	5	2.8	0.1	4	1	-5	81*
O=C(NC1CC1)c1cc(=O)c2ccccc2o1	9	-5	1	-0.3	-0.1	3	23	-2	2
Cc1cc(C)nc(-n2nc(C)cc2NC(=O)CN2CCCC2)n1	2	9	3	1.1	0.0	-3	9	0	3
CCn1c(=O)cc(OCC(=O)Nc2cccc(C)n2)c2ccccc21	0	2	-2	-0.3	0.1	6	-3	0	0
CCNC(=O)C(C)Sc1ccc(Cl)cc1 (stereo not given)	1	0	-1	2.9	0.0	1	-6	-2	-3
CCC(=O)Nc1ccc(C(=O)N/N=C/c2cccnc2)cc1	5	-5	2	-0.3	0.3	-3	-4	-1	-2
COc1ccc(Cl)cc1NC(=S)NCc1cccnc1	1	-12	-3	-0.4	0.0	3	8	-9	5
COc1cc(C(=O)NCc2nnc(SCC(=O)N3CCc4ccccc43)o2)cc(OC)c1OC	13	2	-1	3.0	0.3	-7	5	-4	1
CCOc1nc(OCC)nc(-n2cc(-c3ccccc3)nn2)n1	-3	10	3	0.7	-0.2	3	0	1	-3
C(=N\Nc1ccccc1)/c1nc2ccccc2s1	-11	3	0	4.4	0.2	-11	1	-1	4
O=C(CN1C(=O)CCS(=O)(=O)c2ccccc21)Nc1ccc(F)cc1	6	-7	3	-0.5	0.1	-6	-11	-3	0
O=C1CN(Cc2nc3cc(Cl)ccc3c(=O)[nH]2)CCN1	2	1	-3	1.1	-0.2	-1	-2	-1	2
Cc1ccsc1/C=N\NC(=O)c1n[nH]c2c1CCC2	7	1	0	3.6	11*	-7	-4	1	-3
O=C(COc1ccc(Br)cc1)Nc1ccc(Cc2ccncc2)cc1	-1	1	2	2.3	0.1	7	-18	5	-2
COc1cc(CN2CCN(Cc3ccc(C)cc3)C(CCO)C2)cc(OC)c1O (stereo not given)	-3	-9	0	-0.9	0.0	-1	-7	-5	-3

Single entries from the list.
JMJD2C inh with `CC(=O)c1ccc(Oc2cc(C)nc(N3CCOCC3)n2)cc1` → -7
proCasp3 act with `Cc1cc(C)n(/C(=C/N(C)C)C(=O)c2ccccc2)n1` → 6

Next part
smiles	proCasp3 act	proCasp7 act	Fh CTSL1 inh	PP5 inh	Efflux pump mplx	core dimer inh	JMJD2C inh	PP1 inh	TPT1 inh
COc1cccc(NC(=O)c2nnn(CC(=O)Nc3cc(C)cc(C)c3)c2N)c1	1	11	0	3.8	0.0	-7	25	5	1
Cc1nc2ccc(S(=O)(=O)Nc3ccccc3C)cc2s1	-2	-1	-4	2.9	-0.2	-2	6	-4	0
COc1ccc(N2C(=O)c3ccc(C(=O)Nc4ccccc4OC)cc3C2=O)cc1	0	2	7	-2.0	0.1	2	-13	-1	4
CCOC(=O)Cn1c(-c2ccccc2)cc(SC)c(C#N)c1=O	13	2	3	3.0	0.1	19	-3	3	-3

A second format for part of the listing above.
> O=C(CSc1nc2ccccc2c(=O)n1-c1ccc(Cl)cc1)N/N=C/C=C/c1ccccc1[N+](=O)[O-]
  proCasp3 act: -3; proCasp7 act: 5; Fh CTSL1 inh: 4; PP5 inh: 3.5; Efflux pump mplx: 0.4; core dimer inh: 14; JMJD2C inh: 0; PP1 inh: 15; TPT1 inh: 0

> COC(=O)c1sc2nc(N)c(C#N)cc2c1N
  proCasp3 act: -1; proCasp7 act: -11; Fh CTSL1 inh: 2; PP5 inh: 3.7; Efflux pump mplx: -0.1; core dimer inh: -5; JMJD2C inh: -2; PP1 inh: -1; TPT1 inh: 4
